SENP6 block: blocks the human protease SENP6; Q9GZR1; Recombinant SENP6 catalytic domain, aminoluciferin luminescence; inhibition, % at 10 µM; 1.8% of 330,000 active; AID 2599;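 active = inhibition above about 50% at the single tested dose, limit read from the data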;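 note: plate controls were DMSO wells with enzyme for no effect and DMSO wells lacking enzyme for full effect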
Target sequence (Q9GZR1 628-1112 limits assumed): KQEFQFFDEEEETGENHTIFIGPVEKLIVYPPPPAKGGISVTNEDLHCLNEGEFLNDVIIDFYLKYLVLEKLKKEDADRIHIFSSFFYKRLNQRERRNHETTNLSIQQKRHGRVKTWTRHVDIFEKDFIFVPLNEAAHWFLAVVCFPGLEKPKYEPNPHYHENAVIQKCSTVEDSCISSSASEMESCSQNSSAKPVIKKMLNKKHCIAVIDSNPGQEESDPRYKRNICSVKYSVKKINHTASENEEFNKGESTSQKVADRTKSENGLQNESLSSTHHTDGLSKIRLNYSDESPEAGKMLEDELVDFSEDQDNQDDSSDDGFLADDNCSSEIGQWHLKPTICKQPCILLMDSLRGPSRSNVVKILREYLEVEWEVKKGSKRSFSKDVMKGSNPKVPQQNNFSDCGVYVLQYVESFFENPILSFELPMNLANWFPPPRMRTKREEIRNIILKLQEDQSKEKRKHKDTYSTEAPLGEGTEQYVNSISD
SENP8 block-1: blocks human SENP8 cleavage of Nedd8 substrate; inhibition, % at 20 µM; Q96LD8; 0.64% of 360,000 active; recombinant SENP8, Nedd8 substrate fluorescence; AID 602440; in the data active = inhibition mostly above about 40%, no sharp cut-off; inactive = mostly below about 27%
Target sequence (Q96LD8 whole entry, looked up): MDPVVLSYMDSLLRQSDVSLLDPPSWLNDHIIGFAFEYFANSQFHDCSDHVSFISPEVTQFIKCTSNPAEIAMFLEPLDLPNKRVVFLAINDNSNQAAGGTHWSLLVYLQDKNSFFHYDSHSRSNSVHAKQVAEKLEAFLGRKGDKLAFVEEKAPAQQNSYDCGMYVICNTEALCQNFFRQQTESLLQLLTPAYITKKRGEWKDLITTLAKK
HKDC1 inhibitor: blocks human hexokinase HKDC1 activity; Q2TB90; recombinant HKDC1, G6PDH/diaphorase resazurin coupled fluorescence; inhibition, % at 20 µM; 0.16% of 340,000 active; AID 493160;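 active = inhibition above about 35% when tested at 20 µM, limit read from the data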;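 note: plate controls were DMSO wells with enzyme for no effect and DMSO wells lacking enzyme for full effect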
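System: Recombinant HKDC1 hexokinase | Amount: HKDC1 at 5 µg/mL | Reagent: Glucose with 1 mM ATP | Doses: Single 20 µM dose | Incubation: Reaction time 90 min, room temperature, protected from light | Signal: Coupled resazurin fluorescence, excitation 525 nm, emission 613 nm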
SENP7 inh: SENP7 protease inhibition | inhibition, % at 5 µM | AID 434973 | recombinant SENP7, Z-RLRGG-aminoluciferin luminescence, 40 min | 1.5% of 330,000 active;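 active = inhibition above about 50% at the single test dose, limit read from the data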;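 note: plate controls were DMSO with enzyme for no effect and no enzyme buffer wells for full effect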
Apaf-1 inh: inhibitors of human Apaf-1 apoptosome; O14727; reconstituted apoptosome caspase-3 activity, DEVD-Rh110 fluorescence; inhibition, % at 20 µM; 0.71% of 330,000 active; AID 489030; active = inhibition of at least 40% at 20 µM;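 note: plate controls were DMSO wells for no effect and DEVD-CHO caspase inhibitor wells for full effect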
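Material: cell-free apoptosome with Apaf-1, procaspase-3 and caspase-9; Buffer or medium: Hepes pH 7.5 with detergent and BSA; Reagent: cytochrome c trigger plus (Z-DEVD)2-Rh110 caspase-3 substrate; Times: compound with Apaf-1, dATP, procaspase-3 30 min, then 50 min reaction, room temperature; Technique: Rh110 fluorescence intensity.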
SENP8 block-2: blocks the human protease SENP8 | Q96LD8 | purified SENP8, Z-RLRGG-aminoluciferin cleavage, luminescence | inhibition, % at 10 µM | 1.2% of 330,000 active | AID 2540; in the data active = inhibition above about 50%
SENP1 inh: blocks the human SENP1 SUMO protease catalytic domain; 0.21% of 360,000 active; AID 624204; inhibition, % at 10 µM; recombinant SENP1 catalytic domain, CyPet-SUMO1-YPet FRET cleavage;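 active = inhibition at least 30% at 10 µM, raw YFP signal under a set limit, fluorescence ratio 0.5 to 1.5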;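 note: 0% = enzyme with DMSO and 100% = no enzyme wells; some results filed as inactive read as strong as hits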
Target sequence (Q9P0U3 419-644 limits assumed): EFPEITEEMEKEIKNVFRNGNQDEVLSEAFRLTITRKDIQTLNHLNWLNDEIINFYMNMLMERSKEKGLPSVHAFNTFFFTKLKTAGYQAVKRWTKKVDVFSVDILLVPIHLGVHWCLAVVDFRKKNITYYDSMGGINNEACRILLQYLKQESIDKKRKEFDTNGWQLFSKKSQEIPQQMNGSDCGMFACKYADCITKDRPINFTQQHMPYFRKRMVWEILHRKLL
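Compound: 10 µM single point, 0.5% DMSO; Test system: hSENP1 catalytic domain, recombinant; Timing: 50 min reaction at room temperature; Technique: FRET, CFP and YFP emission; Control set: no-enzyme wells low, DMSO-plus-enzyme wells high control.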
NALP3 yeast inh: inhibitors of NALP3 inflammasome in yeast. Yeast reconstituted NLRP3/ASC/caspase-1, beta-gal luminescence, 24 h. inhibition, % at 10 µM. 0.39% of 330,000 active;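 active = inhibition of 50% or more; inactive = inhibition below 50%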;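 note: plate controls were induced DMSO wells for no effect and uninduced yeast grown without galactose for full effect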
PfG6PD inh: PfG6PD (Plasmodium falciparum) enzyme inhibition; PfGluPho enzyme, NADPH resazurin-diaphorase fluorescence; inhibition, % at 20 µM; 0.78% of 350,000 active; AID 504690;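 active = inhibition reaching at least a set limit at 20 µM in the primary screen, cut at about 59% in these data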;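 note: 0% = DMSO wells with substrate and 100% = DMSO wells lacking glucose-6-phosphate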
* = called active by the depositor; i = inactive; / = not tested or not shown.

SMILES	SENP6 block	SENP8 block-1	HKDC1 inhibitor	SENP7 inh	Apaf-1 inh	SENP8 block-2	SENP1 inh	NALP3 yeast inh	PfG6PD inh
COC(=O)C1C2CC(=O)C(C2)C1C(=O)OC (stereo not drawn)	/	8	0	/	/	/	-2	/	-10
Cc1ccc(N2CC(C(=O)Nc3cc(C)on3)CC2=O)cc1 (stereo not drawn)	-10	8	-6	10	-30	6	0	19	7
Cc1cc(C)nc(NC(=NCCc2c[nH]c3ccccc23)NC(=O)C(C)(C)C)n1	-16	46*	-3	11	13	-3	1	2	17
CCC(=O)c1ccc(OCCn2cnc3ccccc32)cc1	10	11	-1	4	1	5	2	14	12
Cc1ccc(NC(=O)[C@@H]2CCC(=O)N2C2OC(=O)c3ccccc32)cc1Cl (stereo partly drawn)	-10	5	-1	5	-6	7	0	4	1
NC(=O)c1nsc(C(=O)N(Cc2ccco2)C(C(=O)NCc2ccc(F)cc2)c2ccc(O)cc2)c1N (stereo not drawn)	-9	-313	-3	-5	8	2	-13	-5	23
COc1ccc(CNc2nc(NCc3ccc(OC)cc3)n(C(=O)c3ccncc3)n2)cc1	-8	23	1	3	2	-7	1	14	-12
COc1ccc(CCNC(=O)C(=O)NCc2ccc(C)cc2)cc1OC	11	6	-8	7	-20	7	2	-5	-2
Cc1ccc(C(=O)Nc2ccncc2)cc1[N+](=O)[O-]	-4	11	-6	13	0	-16	0	16	6
CCn1c(/C=C/c2ccccc2F)nc2ccccc2c1=O	12	6	5	-5	-1	-4	2	33	-5
Cc1cnn(-c2ccc3nnc(-c4ccc(Br)cc4)n3n2)c1	1	-320	1	3	-2	1	5	4	-6
NC(=O)CSc1nnc(NC(=O)c2ccc(Br)o2)s1	3	-52	-6	-11	-16	-6	0	8	21
CN1CCN(C(=O)c2ccc(N(Cc3ccc(Cl)cc3)S(C)(=O)=O)cc2)CC1	-19	18	4	4	-2	1	2	-3	-6
CC1Cc2ccccc2N1C(=O)c1ccc2c(c1)OCO2 (stereo not drawn)	-10	9	3	-12	2	-3	-1	0	-4
CC1(c2ccc(Cl)cc2Cl)NC(=O)N(CC(=O)Nc2ccc3[nH]c(=O)[nH]c3c2)C1=O (stereo not drawn)	-12	-4	9	-1	-16	15	-1	18	18
CN(C)CCCNc1oc(-c2ccc(Cl)cc2)nc1C#N	6	-384	-11	-5	1	-1	-5	9	-15
O=C(Nc1ccc(F)c(F)c1)c1oc2ccccc2c1NC(=O)C1CCCO1 (stereo not drawn)	7	-43	2	-7	-6	14	1	17	13
O=S1(=O)C=CC(Sc2nc3ccccc3[nH]2)C1 (stereo not drawn)	5	37	7	6	3	8	-1	-7	-1
c1ccc(Sc2ncnc3ccccc23)cc1	1	3	1	3	-6	1	1	24	2
Cc1ccccc1N1CCN(C2CCCN(C(=O)c3cc(C(C)C)[nH]n3)C2)CC1 (stereo not drawn)	6	11	6	10	-4	0	0	19	-16
Cc1c(N2C(=O)CSC23C(=O)Nc2ccccc23)c(=O)n(-c2ccccc2)n1C (stereo not drawn)	-34	3	-1	0	-21	-1	0	-1	-3
O=C(CCNS(=O)(=O)c1ccc(Br)cc1)NCc1cccs1	-17	0	-4	9	1	-3	-2	6	-16
CS(=O)(=O)c1ccc(Cl)c(NC(=O)COC(=O)CCCN2C(=O)c3cccc4cccc(c34)C2=O)c1	-2	-418	3	-13	12	-3	3	4	-13
Cc1cccc(OC(=O)c2cccnc2)c1	-2	24	-4	10	-6	2	2	7	-10
Cc1c(C)c2ccc(OS(C)(=O)=O)cc2oc1=O	-9	-344	-9	3	7	1	-5	12	0
COC(=O)C1CCCCN1C(=O)c1ccc2oc(C(C)C)nc2c1 (stereo not drawn)	-11	6	-5	-10	4	-10	0	9	-1
Cc1ccc(-n2nnnc2SCC(=O)Nc2cccc(NC(=O)c3ccco3)c2)cc1C	-23	11	4	4	10	-4	0	3	1
CC1CCN(CCNC(=O)C2CCCN(S(=O)(=O)c3cccc4nsnc34)C2)CC1 (stereo not drawn)	-5	23	-4	-7	-2	-4	1	15	-6
O=C1[C@@H]2CSCN2C(=O)CN1Cc1cccc(C(F)(F)F)c1	-1	7	-2	2	-5	4	1	16	4
COc1cc(CNCc2ccc(SC)cc2)cc(OC)c1	4	6	1	-6	-6	-9	3	4	0
N#Cc1ccc(NC(=O)CCc2nc3ccccc3s2)cc1	6	10	-11	6	2	0	-7	20	-1
O=C(O)c1cc(S(=O)(=O)Nc2cc(Cl)ccc2Oc2ccccc2)ccc1O	5	-78	0	6	5	11	2	-2	-24
COc1ccc(/C=C/c2nnc(NC(=O)C(C)C)s2)cc1	-20	-423	0	-4	-9	-5	-51	9	-2
CCN=C(Nc1cccc(F)c1)SC1CC(=O)N(c2ccc(OC)cc2)C1=O (stereo not drawn)	-15	8	-4	-10	3	-3	1	3	11
CC(C)NC(=O)NS(=O)(=O)c1cnccc1N1CCCCC1	-3	22	-6	8	0	-4	2	17	4
c1ccc(CCc2cn(C[C@H]3CC[C@@H]([C@@H]4CC[C@H](Cn5cc(CCc6ccccc6)nn5)O4)O3)nn2)cc1	-4	14	-2	-16	22	-13	1	11	-8
O=C1C=C(c2ccc3c(c2)oc2ccccc23)C[C@@H](c2ccc(Cl)cc2)C1	3	11	1	3	-4	11	0	2	7
Cc1ccccc1Oc1ccccc1N	2	10	-5	-11	14	-8	3	15	4
COc1cc(CCC(=O)Nc2ccc(C)c(S(=O)(=O)N(C)C)c2)cc(OC)c1OC	-2	11	-11	3	-3	-2	-1	3	1
CCOc1cc(C(=O)Nc2nnc(C)s2)cc(OCC)c1OCC	-13	7	-5	9	1	-9	1	-4	11

2 entries from above, with each value named:
> Cc1c(N2C(=O)CSC23C(=O)Nc2ccccc23)c(=O)n(-c2ccccc2)n1C (stereo not drawn)
  SENP6 block = -34 | SENP8 block-1 = 3 | HKDC1 inhibitor = -1 | SENP7 inh = 0 | Apaf-1 inh = -21 | SENP8 block-2 = -1 | SENP1 inh = 0 | NALP3 yeast inh = -1 | PfG6PD inh = -3

> COc1ccc(/C=C/c2nnc(NC(=O)C(C)C)s2)cc1
  SENP6 block = -20 | SENP8 block-1 = -423 | HKDC1 inhibitor = 0 | SENP7 inh = -4 | Apaf-1 inh = -9 | SENP8 block-2 = -5 | SENP1 inh = -51 | NALP3 yeast inh = 9 | PfG6PD inh = -2

The listing picks up, repeating the two entries before the break.
SMILES	SENP6 block	SENP8 block-1	HKDC1 inhibitor	SENP7 inh	Apaf-1 inh	SENP8 block-2	SENP1 inh	NALP3 yeast inh	PfG6PD inh
COc1cc(CCC(=O)Nc2ccc(C)c(S(=O)(=O)N(C)C)c2)cc(OC)c1OC	-2	11	-11	3	-3	-2	-1	3	1
CCOc1cc(C(=O)Nc2nnc(C)s2)cc(OCC)c1OCC	-13	7	-5	9	1	-9	1	-4	11
CCCCCCOc1ccc(/C(N)=N/O)cc1	40	32	-5	9	3	11	2	11	-16
Cc1ccc(NC(=O)CC2=NC(=O)C(CC(=O)Nc3ccccc3F)S2)cc1 (stereo not drawn)	-3	11	-16	-1	2	-9	-1	-7	12
O=C(O)CCc1c(C(=O)O)[nH]c2ccccc12	-1	0	5	-3	-8	-2	-3	5	-15
CN(C)C(CNC(=O)c1cc2ccccc2o1)c1ccco1 (stereo not drawn)	-2	-17	-4	-2	3	-13	-11	7	-1
Clc1ccc(CSc2nnc(CN3CCOCC3)n2-c2ccccc2)cc1Cl	-18	6	-3	-3	12	-5	1	14	-9
O=C1CC[C@@H](CN(Cc2ccccn2)Cc2nc(Cc3cccc(C(F)(F)F)c3)no2)N1	-13	5	7	6	14	-1	4	21	8
CCOc1ccccc1OCCn1nnc2ccccc21	2	5	2	6	8	-4	1	29	13
CC(=O)Nc1cccc(NCC(=O)Nc2cc(S(=O)(=O)N3CCCCC3)ccc2Cl)c1	-8	0	-2	0	5	6	4	17	2
CC(=O)N1C2CCCCC2S[C@H]2CCCCC21 (stereo partly drawn)	1	38	-1	5	3	3	0	12	-10
Cc1cc(C)cc(OCC(=O)O/N=C(\N)Cc2ccc([N+](=O)[O-])cc2)c1	-2	4	1	-8	-5	2	0	10	26
COC(=O)c1[nH]c2ccc(C)cc2c1NC(=O)CN1CCN(C(=O)c2ccccc2)CC1	-3	i	4	1	3	-2	0	3	3
CCn1c(SCc2nc3sc(C(=O)O)c(C)c3c(=O)[nH]2)nc2ccccc21	-3	-29	2	-4	4	0	40	17	-6
CC(C)c1ccccc1NC(=S)NCc1ccccc1F	-9	13	-7	-5	3	-8	1	-7	-7
CSc1ccccc1C(=O)OCC(=O)Nc1cccnc1Cl	-11	-11	-6	1	0	0	1	19	11
Cc1ccc(NC(=O)NC2CC(=O)N(c3ccc4c(c3)OCCO4)C2)cc1C (stereo not drawn)	-14	14	-4	-6	17	-9	-1	3	-4
CCc1cccc2c(C(=O)Cn3nnc(-c4ccc(OC)c(OC)c4)n3)c[nH]c12	-20	7	-4	1	11	-7	1	12	22
CCOC(=O)c1c(C)[nH]c(C(=O)COC(=O)c2ccccn2)c1C	-3	14	4	5	6	-4	-8	21	7
O=C(O)c1cc(S(=O)(=O)Nc2ccccc2C(=O)O)ccc1O	-24	-47	-2	2	8	5	-1	1	-31
O=C(CC(=O)Nc1cccnc1)Nc1cccnc1	1	-3	-7	-2	1	-3	-15	18	7
Cc1ccc(C(=O)O/N=C(\c2ccccc2)c2cccnc2)cc1	-12	12	-1	3	11	-10	3	17	-1
Cc1ccc2[nH]c(=O)c(CNC(C)C)cc2c1	2	-129	-4	3	-11	6	0	-3	-12
CCc1nc(N2CCN(C(C)=O)CC2)c2c3c(sc2n1)CC(C(C)(C)C)CC3 (stereo not drawn)	-18	5	8	-10	42*	-7	2	15	34
Cc1cccc(C)c1NC(=O)CSc1nnc(C)n1-c1ccccc1	17	20	-1	1	-4	8	3	6	-11
C=C(C)C1(O)OC(=O)C=C1OC (stereo not drawn)	18	18	3	-1	-10	-3	1	-10	9
COc1ccc(OC)c(C(c2nnnn2C2CCCC2)N2CCc3ccccc3C2)c1 (stereo not drawn)	12	18	-1	5	24	0	1	-8	19
CC[C@H](C)[C@H](NC(N)=O)C(=O)Nc1ccc(OC)c(Cl)c1	-7	3	-4	2	-6	0	3	12	-15
CC(=O)Nc1ccc(NC(=O)CSc2ccc(C(F)(F)F)cc2[N+](=O)[O-])cc1	5	19	-7	4	-6	1	2	1	-2
COc1ccc(CCNC(=O)C(=O)NCC2OCCN2S(=O)(=O)c2ccc(OC)c(OC)c2)cc1 (stereo not drawn)	-2	16	1	3	8	5	-1	10	-15
COc1ccc(-n2c(SCC(=O)Nc3ccc4c(c3)OCO4)nc3c(c2=O)SCC3)cc1	-8	17	-6	8	8	-5	2	6	12

Compounds listed so far that have a tert-butyl group (two):
SMILES	SENP6 block	SENP8 block-1	HKDC1 inhibitor	SENP7 inh	Apaf-1 inh	SENP8 block-2	SENP1 inh	NALP3 yeast inh	PfG6PD inh
Cc1cc(C)nc(NC(=NCCc2c[nH]c3ccccc23)NC(=O)C(C)(C)C)n1	-16	46*	-3	11	13	-3	1	2	17
CCc1nc(N2CCN(C(C)=O)CC2)c2c3c(sc2n1)CC(C(C)(C)C)CC3 (stereo not drawn)	-18	5	8	-10	42*	-7	2	15	34

Assay outcomes: PubChem, Sanford-Burnham Center for Chemical Genomics
